Bioassay records as filed in PubChem.
PAD4 FP inh: human PAD4 inhibitors, primary screen, biochemical, fluorescence polarization, 1536-well format. recombinant PAD4, RCA probe fluorescence polarization. inhibition, % at 6.36 µM. 0.41% of 330,000 active;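 active means percent inhibition above a cutoff equal to the mean of all tested compounds plus 3 SD, cut at about 15% in these data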;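 further: 0% = PAD4 with RCA probe and DMSO and 100% = probe without PAD4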
Target sequence (Q9UM07 whole entry, looked up): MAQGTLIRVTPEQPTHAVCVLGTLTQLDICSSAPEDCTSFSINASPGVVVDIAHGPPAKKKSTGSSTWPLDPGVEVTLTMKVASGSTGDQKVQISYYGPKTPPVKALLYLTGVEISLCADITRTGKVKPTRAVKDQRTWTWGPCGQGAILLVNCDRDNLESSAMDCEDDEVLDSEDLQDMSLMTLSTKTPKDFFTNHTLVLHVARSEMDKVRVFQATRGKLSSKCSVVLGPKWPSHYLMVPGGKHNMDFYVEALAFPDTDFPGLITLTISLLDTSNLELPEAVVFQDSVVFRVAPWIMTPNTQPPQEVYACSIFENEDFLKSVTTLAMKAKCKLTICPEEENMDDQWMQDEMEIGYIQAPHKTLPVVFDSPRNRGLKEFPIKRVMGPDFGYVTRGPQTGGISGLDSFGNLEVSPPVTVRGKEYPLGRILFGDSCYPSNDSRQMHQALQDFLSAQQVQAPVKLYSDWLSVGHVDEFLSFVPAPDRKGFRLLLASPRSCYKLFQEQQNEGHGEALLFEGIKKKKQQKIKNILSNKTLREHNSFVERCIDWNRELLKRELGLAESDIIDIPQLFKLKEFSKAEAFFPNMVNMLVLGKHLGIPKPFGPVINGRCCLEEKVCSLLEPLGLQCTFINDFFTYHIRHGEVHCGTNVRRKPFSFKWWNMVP
PAFAH1B2 FP inh: PAFAH1B2 enzyme inhibitors, primary screen, biochemical, fluorescence polarization, human. recombinant PAFAH1B2, FP-rhodamine activity probe. inhibition, % at 3.39 µM. 1.2% of 340,000 active;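 active means inhibition above the mean of all tested compounds plus 3 SD, cut at about 24% in these data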;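 further: 0% = enzyme with DMSO and 100% = wells lacking PAFAH1B2; many of its hits are not listed in these tables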
Target sequence (P68402 whole entry, looked up): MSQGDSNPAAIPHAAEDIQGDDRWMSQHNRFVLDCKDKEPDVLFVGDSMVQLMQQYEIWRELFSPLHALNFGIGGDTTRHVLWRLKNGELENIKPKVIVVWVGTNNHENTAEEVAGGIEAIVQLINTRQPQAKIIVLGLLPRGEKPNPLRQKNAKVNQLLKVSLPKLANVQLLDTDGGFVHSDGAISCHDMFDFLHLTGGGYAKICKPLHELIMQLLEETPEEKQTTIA
PAFAH2 FP inh: PAFAH2 enzyme inhibitors, primary screen, biochemical, fluorescence polarization, human. recombinant PAFAH2, FP-rhodamine activity probe. inhibition, % at 3.39 µM. 0.99% of 340,000 active. AID 492956, 2010. Platelet-activating factor acetylhydrolase 2, cytoplasmic (Homo sapiens), Q99487;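 active means inhibition above the mean over all tested compounds plus 3 SD, cut at about 30% in these data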;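 further: inhibitors block probe labeling of enzyme so polarization drops; 0% = enzyme with DMSO and 100% = wells lacking PAFAH2 protein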
GSTO1 counter: inhibitors of recombinant GSTO1, primary screen, counter-screen for RBBP9 inhibitor project, biochemical, fluorescence polarization; Glutathione S-transferase omega-1 (Homo sapiens), P78417; activity-based probe fluorescence polarization; inhibition, % at 5.96 µM; 1.1% of 300,000 active; AID 1974, 2009;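 active means inhibition above the campaign mean inhibition plus 3 SD, cut at about 35% in these data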;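 further: 0% = GSTO1-1 with DMSO and 100% = wells lacking GSTO1-1 enzyme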
PREPL inhibitor: PREPL enzyme inhibitors, primary screen, biochemical, fluorescence polarization | AID 2751, 2010 | 0.68% of 320,000 active | recombinant PREPL, fluorescence polarization activity-based probe | inhibition, % at 5.96 µM | Prolyl endopeptidase-like (Homo sapiens), Q4J6C6; in the data active means inhibition above about 43%;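 further: 0% = enzyme with DMSO and 100% = wells lacking enzyme; many of its hits are not listed in these tables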
pPAFAH FP inh: pPAFAH enzyme inhibitors, primary screen, biochemical, fluorescence polarization, human; inhibition, % at 3.39 µM; 1.5% of 330,000 active; AID 463082, 2010; recombinant pPAFAH, FP-rhodamine probe fluorescence polarization; Platelet-activating factor acetylhydrolase (Homo sapiens), Q13093;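 active means inhibition above the mean inhibition across the screen plus 3 SD, cut at about 25% in these data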;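 further: inhibitors block binding of the rhodamine activity-based probe so polarization drops; 0% = enzyme with DMSO and 100% = wells lacking pPAFAH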
LYPLA1 counter: LYPLA1 inhibitors, primary screen, counter-screen for PME1 inhibitor project, biochemical, fluorescence polarization, FP-Rh probe ABPP; Acyl-protein thioesterase 1 (Homo sapiens), O75608; recombinant LYPLA1; inhibition, % at 5.9 µM; 0.16% of 320,000 active; AID 2174, 2009;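 active means inhibition above the mean of all tested compounds plus 3 SD, set per campaign, cut at about 14% in these data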;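 further: inhibitors block serine hydrolase probe labeling of LYPLA1 so polarization falls; 0% = enzyme with DMSO and 100% = wells lacking LYPLA1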
LYPLA2 inh: LYPLA2 inhibitors, primary screen, counter-screen for PME1 inhibitor project, biochemical, fluorescence polarization, FP-Rh probe ABPP; Acyl-protein thioesterase 2 (Homo sapiens), O95372; recombinant LYPLA2; inhibition, % at 5.9 µM; 0.38% of 320,000 active; AID 2177, 2009;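 active means inhibition above the screen-wide mean plus 3 SD, limit set per campaign, cut at about 26% in these data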;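 further: 0% = LYPLA2 with DMSO and 100% = wells lacking LYPLA2 enzyme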
PAFAH1B3 FP inh: PAFAH1B3 enzyme inhibitors, primary screen, biochemical, fluorescence polarization, human. Platelet-activating factor acetylhydrolase IB subunit alpha1 (Homo sapiens), Q15102. recombinant PAFAH1B3, FP-rhodamine probe. inhibition, % at 3.39 µM. 0.28% of 340,000 active. AID 492972, 2010;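 active means inhibition above the screen-wide average of all tested compounds plus 3 SD, cut at about 25% in these data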;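 further: 0% = enzyme with DMSO only and 100% = wells lacking PAFAH1B3 protein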
Starred values were filed as active, the others as inactive; nt = not tested or not shown. This is a subset; rates above refer to the full screens.

structure,PAD4 FP inh,PAFAH1B2 FP inh,PAFAH2 FP inh,GSTO1 counter,PREPL inhibitor,pPAFAH FP inh,LYPLA1 counter,LYPLA2 inh,PAFAH1B3 FP inh
CCn1nnnc1SCC(=O)N(C1CCCCC1)C1CCCCC1,-6,6,3,1,4,0,2,5,-2
S=C(NCCN1CCOCC1)N1CCN(c2cccc(Cl)c2)CC1,-3,1,1,4,1,7,4,6,1
COc1ccccc1OC(C)C(=O)N1CCc2ccccc21 (configuration not stated),-2,-1,3,-3,3,4,-1,3,3
Cc1sc2ncnc(SCC(=O)NCC3CCCO3)c2c1C (configuration not stated),1,1,0,nt,-1,1,-1,6,3
O=C(CCCn1c(SCC(=O)c2ccc(Cl)cc2)nc2ccccc2c1=O)NCc1ccco1,-2,5,-3,-8,-2,-2,3,-1,5
COc1cc(/C=N/Nc2ccc(C)cc2)cc(Br)c1O,-3,5,16,21,24,15,2,13,5
CCCCN(C(=O)CSc1ncn[nH]1)c1c(N)n(Cc2ccccc2)c(=O)[nH]c1=O,11,0,2,nt,18,-4,3,5,0
O=C(C1CC(=O)N(c2ccc(Cl)cc2)C1)N1CCC(c2nc3ccccc3[nH]2)CC1 (configuration not stated),-2,-2,2,-9,8,3,-2,0,3
O=C(CC1(O)C(=O)Nc2ccccc21)c1cccc(-n2cccc2)c1 (configuration not stated),-4,8,-5,-5,-34,2,1,1,6
COc1cc(NC(=S)NCc2ccco2)cc(OC)c1,2,9,-8,8,-10,0,-2,3,-4
O=C(CSc1n[nH]c(=O)n1-c1ccccc1)Nc1ccccc1,2,nt,nt,10,-5,-2,-1,3,nt
CCN(CC)C(=O)CSc1nnc(-c2ccco2)n1N,0,3,2,4,15,7,2,-1,6
COc1ccc(S(=O)(=O)NCC(=O)N(CC(=O)NCC2CCCO2)c2ccccc2C)cc1 (configuration not stated),-15,-4,1,6,0,-9,-5,-5,0
CC(=O)c1cccc(NC(=O)C2CC(=O)N(c3cccc(C)c3C)C2)c1 (configuration not stated),-2,-2,-4,-3,2,4,0,-4,-6
CCN(CC)CCNC(=O)/C(=C\c1cccn1C)NC(=O)c1cccs1,-2,1,3,7,12,4,-3,6,1
O=C(NNc1c(Cl)cc(Cl)cc1Cl)c1n[nH]c(=O)c2ccccc12,-5,2,-6,2,-1,1,3,2,0
Cc1ccc(/C=C2\SC(=S)N(CCC(=O)NNS(=O)(=O)c3ccccc3)C2=O)cc1,-7,-7,-5,-7,0,5,-7,-16,-9
Nc1nc(N)nc(-c2cccc(Cl)c2Cl)n1,0,0,-4,5,6,3,1,-3,5
CC1CCN(C(=O)CCCOc2cc(=O)n(C)c3ccccc23)CC1,-2,4,-2,-29,9,4,3,7,11
O=[N+]([O-])c1ccc(N2CCN(c3ccccc3F)CC2)c(S(=O)(=O)N2CCOCC2)c1,-4,-6,7,2,41,2,1,1,2
COc1ccc(NC(=O)CC(C)(C)C)c([N+](=O)[O-])c1,-6,1,4,-3,8,5,2,5,10
CCN(CC)C(=O)Cn1cc(S(=O)(=O)CC(=O)Nc2ccccc2F)c2ccccc21,-2,6,-2,2,-4,1,-5,6,15
c1ccc(-c2nc3c4ccccc4ccn3c2CN2CCCCC2)cc1,0,-3,-2,7,-2,5,-5,-5,4
CN1CCN(c2ccc(NC(=O)c3cccc(OCc4ccccc4)c3)cc2)CC1,-1,4,3,7,31,12,0,12,7
CCCCNC(=O)CN1C(=O)COc2ccc(S(=O)(=O)N3CCCCCC3)cc21,-2,2,-6,2,11,3,0,2,10
CCOc1ccccc1CN1CCN(CC2=Cc3cc(OC)ccc3OC2)CC1CCO (configuration not stated),0,1,-6,-8,27,0,1,-4,0
O=C(Nc1nc2ccccc2[nH]1)c1cccc(Cl)c1,-2,3,-1,0,1,0,1,2,5
COc1ccc(/C=C/C(=O)NCc2cnn(C)c2C)cc1COc1ccc(Br)cc1,-2,0,-27,-7,-18,9,-19,-11,-4
CCCCn1c(N(CCOC(C)=O)C(C)=O)nc2ccccc21,1,-2,2,5,0,4,-1,-4,0
Cc1ccc(N=Nc2ccc(O)cc2)c(Br)c1,-1,-1,5,7,7,13,-7,2,1
Cc1onc(-c2c(F)cccc2Cl)c1C(=O)N(C)C1CCCCC1,1,-3,0,-3,1,-1,-3,2,10
CCC(C)NC(=O)CSc1ccc(NC(C)=O)cc1 (configuration not stated),0,0,4,12,-4,2,0,-3,3
COc1ccc(OCCSc2nnc(Cc3cccc4ccccc34)n2N)cc1,-3,6,-4,-7,-2,7,0,3,2
COC(=O)C1=C(C)C(c2ccc(OC)cc2OC)NC(=O)N1 (configuration not stated),-8,1,4,4,4,-3,-2,-2,7
Cc1cc(NC(=O)CSCC(=O)NCc2cccc(C(F)(F)F)c2)no1,1,12,6,11,-6,1,4,2,13
Cc1cc(C)cc(NC(=O)COC(=O)Cc2ccccc2F)c1,5,3,6,nt,-3,12,0,2,6
COc1ccc(C2N(C(C)=O)CCCN2S(=O)(=O)c2ccc(C)cc2)cc1 (configuration not stated),-2,-2,-10,4,-11,7,1,3,3
CN(C)c1nc2c(c(=O)n(C)c(=O)n2C)n1Cc1ccccc1,-2,2,0,-2,3,3,-2,3,10
Cc1noc(NC(=O)c2cccc(Cl)c2Cl)c1C#N,0,-2,8,-13,1,1,-4,1,8
CCOC(=O)c1c(C)[nH]c(C(=O)Nc2ccc3c(c2)OCO3)c1C,3,nt,nt,-2,5,5,-4,-6,nt
Cn1c(C(=O)O)c(CC(=O)Nc2ccc(F)cc2F)c2ccccc21,0,7,-1,9,-5,2,5,4,4
NS(=O)(=O)c1cccc(NC(=O)COC(=O)CC2Sc3ccccc3NC2=O)c1 (configuration not stated),-6,7,3,nt,6,8,nt,nt,9
Cc1ccc(Nc2c([N+](=O)[O-])c(=O)oc3ccccc23)cc1,-1,-2,1,-59,4,4,3,3,12
NC(=O)C1CCN(C(=O)CN(c2cccc(Cl)c2)S(=O)(=O)c2ccccc2)CC1,-7,0,2,-4,5,-3,1,-2,6
Cc1cc2c3c(c1)C(C)(c1ccccc1)CC(C)(C)N3C(=O)C21C(C#N)=C(N)OC2=C1C(=O)CC(C)(C)C2 (configuration not stated),-1,2,-2,0,2,0,3,0,5
CCOC(=O)c1c(C)[nH]c(C)c1S(=O)(=O)N(C)CC(=O)NCc1ccc(F)cc1,1,-1,4,1,-1,4,-3,0,-2
CC(C)Oc1cc(N)c(Cl)cc1Cl,-3,5,-5,7,-7,-2,-1,-4,7
COc1ccc(N2CCN(CCNC(=O)CCCn3c(=O)[nH]c4cc(Cl)ccc4c3=O)CC2)cc1,3,0,-2,-3,3,-5,-2,-3,-1
C=CCOC(=O)C1=C(C)NC(SCC(N)=O)=C(C#N)C1c1ccc(C)cc1 (configuration not stated),2,3,-7,-1,-8,2,-4,-3,3
CCOC(=O)c1sc(=S)n(Cc2ccccc2)c1C,-1,-1,-1,-7,-6,0,-2,0,7
O=C(O)CCCC(=O)N1N=C(c2ccccc2)CC1c1ccc2nccnc2c1 (configuration not stated),4,2,-6,3,10,1,3,9,-1
COc1ccc(NC(=O)CSCc2cc(=O)n3nc(C4CC4)sc3n2)cc1,1,3,5,38*,6,4,-2,-5,9
CC(C)(CO)NS(=O)(=O)c1ccc2c(c1)C(=O)c1cc(S(=O)(=O)NC(C)(C)CO)ccc1-2,-2,5,-5,1,-4,0,0,5,2
CN(C(=O)COC(=O)CN1C(=O)c2ccccc2C1=O)c1c(N)n(Cc2ccccc2)c(=O)[nH]c1=O,-3,0,1,-1,6,4,-1,-5,-4
COc1cc(/C=C/C(=O)O)ccc1S(=O)(=O)N1CCCc2ccccc21,-3,0,-3,-2,-7,3,3,1,-13
NCCNc1ccc([N+](=O)[O-])c(NC2CC2)c1,-8,5,-7,0,0,4,-1,-5,1
Cc1cc(C)c2nc(-c3ccccn3)cc(C(=O)NCc3ccc(S(N)(=O)=O)cc3)c2c1,-2,nt,nt,-8,1,1,-4,-6,nt
O=C(Nc1sccc1C(=O)N1CCOCC1)c1cccnc1,1,2,2,6,4,-3,1,2,5
Cc1onc(-c2ccccc2Cl)c1C(=O)N(C)CC(=O)Nc1ccc(F)c(F)c1F,0,-4,1,2,-29,-1,0,-7,-1
O=S(=O)(Oc1ccccc1)c1cccnc1,-3,3,-1,0,-4,3,2,1,2

Going on with the list:
structure,PAD4 FP inh,PAFAH1B2 FP inh,PAFAH2 FP inh,GSTO1 counter,PREPL inhibitor,pPAFAH FP inh,LYPLA1 counter,LYPLA2 inh,PAFAH1B3 FP inh
COc1ccccc1CNC(=O)COC(=O)c1ccc(Cl)nc1,-3,7,20,nt,-2,2,nt,nt,12
CNc1nc(C23CC4CC(CC(C4)C2)C3)cs1,0,15,3,6,2,-2,-7,-3,6
O=C(CSc1nnc(COc2cccc3cccnc23)o1)N1CCc2ccccc21,0,6,-1,9,-8,6,-5,-3,6
COc1ccccc1NC(=O)COc1ccc(Br)cc1CNCCCN1CCOCC1,-7,6,-3,-1,8,3,2,4,5
C[C@H](CO)N1C[C@H](C)[C@@H](CN(C)C(=O)Nc2ccc(C(F)(F)F)cc2)Oc2c(NC(=O)NC3CCCCC3)cccc2C1=O,3,23,-1,nt,7,0,nt,nt,1
CC(C)C(NS(=O)(=O)c1ccccc1)C(=O)NC1CCCC1 (configuration not stated),-3,-2,-4,0,-8,-6,-1,-2,6
O=C(CNC(=O)c1ccccc1)NCC(=O)OCC(=O)c1ccc(F)cc1,2,1,-5,3,-3,3,-3,-3,6
Cc1ccnc(NS(=O)(=O)c2ccc(NS(=O)(=O)c3cc(Cl)ccc3Cl)cc2)n1,5,4,9,8,3,2,-2,0,14
CC(=O)Nc1ccc(C(=O)N(C)c2ccccc2)cc1,-4,1,-1,8,20,4,0,-3,1
CC(C)(C)n1nnnc1C(c1ccncc1)N(Cc1ccccc1)Cc1ccco1 (configuration not stated),-6,4,-2,1,12,9,-3,-1,10
O=C1C(=O)N(CCN2CCOCC2)C(c2cccnc2)/C1=C(/O)c1ccc(Cl)cc1 (configuration not stated),-1,-3,0,-10,7,-3,0,-1,4
CCOC(=O)N1CCC(N2C(=O)c3ccc(C(=O)NCc4ccco4)cc3C2=O)CC1,-4,2,2,1,-5,-1,6,12,-3
Cc1cc(Cl)ccc1OCCCC(=O)NCCN1C(=O)S/C(=C\c2cccnc2)C1=O,1,0,1,-5,-9,20,1,-1,6
CC1(C)CC(=O)C(N=Nc2cccc([N+](=O)[O-])c2)=C(O)C1,-3,1,-1,1,-10,-5,1,-3,2
CC[C@@H](C)[C@@H]1CN([C@@H](C)CN2CCC[C@H]2CN2C(N)=NC[C@@H]2Cc2ccccc2)C(=N)N1CCCC1CCCC1,8,3,12,nt,44*,-1,nt,nt,1
COc1cc(S(=O)(=O)n2ccc(C)n2)c(OC)cc1Cl,-2,7,0,4,4,1,0,1,-1
